Screening results from PubChem.
Y pestis TopoI – Yersinia pestis topoisomerase I inhibitors, primary screen, biochemical, cleavage product accumulation, plate reader, single point; DNA topoisomerase I (Yersinia pestis CO92); Y. pestis Topo-I cleavage product accumulation; activity, % at 10 µM; actives 0.064% (n = 360,000); AID 504884, 2011; in the data active = activity above about 50%, passing the limit was not always enough; note: inactives centre near 2
Mtb FBA inh – Mtb FBA enzyme inhibitors, primary screen, biochemical, fluorescence, strain H37Rv; Fructose-bisphosphate aldolase (Mycobacterium tuberculosis (strain ATCC 25618 / H37Rv)), …; purified M. tuberculosis FBA, fluorescence read-out; inhibition, % at 1 µM; actives 2.3% (n = 360,000); AID 588726, 2011; in the data active = inhibition above about 27%;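 note: 0% = vehicle and 100% = reference inhibitor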
PfHsp40 rescue – rescue of yeast from PfHsp40 toxicity, primary screen, S. cerevisiae, ATP luminescence; S. cerevisiae expressing PfHsp40, growth rescue; growth rescue, % at 12.5 µM; actives 0.68% (n = 340,000); in the data active = growth rescue above about 28%, passing the limit was not always enough;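 note: yeast W303a lacking pdr1 and pdr3 grown in galactose medium; growth measured after three days at 30 °C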
GDH-TPI inh – GDH-TPI coupling enzyme inhibitors, primary screen, artefact control for M. tuberculosis FBA inhibitor project, biochemical, absorbance, full deck. actives 1.2% (n = 360,000). GDH-TPI coupled enzyme counterscreen, NADH absorbance. inhibition, % at 4.8 µM; in the data active = inhibition above about 30%;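 note: 0% = DMSO wells and 100% = wells lacking the enzyme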
BioA inh – M. tuberculosis BioA enzyme inhibitors, primary screen, biochemical, plate reader, single point, HTS. purified M. tuberculosis BioA enzyme. inhibition, % at 9.99 µM. actives 0.096% (n = 360,000). AID 602481, 2012; in the data active = inhibition above about 40%
UGM FP inh – M. tuberculosis UGM enzyme inhibitors, primary screen, biochemical, fluorescence polarization, single point; UDP-galactopyranose mutase (Mycobacterium tuberculosis (strain ATCC 25618 / H37Rv)), …; purified UGM, fluorescence polarization probe displacement; inhibition, % at 10 µM; actives 0.06% (n = 320,000); AID 504406, 2011; in the data active = inhibition above about 10%, passing the limit was not always enough
FadD28 binding – inhibitors of FadD28 bisubstrate probe binding, primary screen, biochemical, fluorescence polarization, single point | Mycobacterium tuberculosis FadD28 fatty-acid-AMP ligase | actives 0.22% (n = 360,000) | inhibition, % at 12.5 µM; in the data active = inhibition above about 8.5%, passing the limit was not always enough
BH1578 lux ind – inducers of Vibrio cholerae quorum light production without autoinducers, primary screen, BH1578 luxS cqsA deficient, single point | actives 0.16% (n = 350,000) | activation, % at 18.7 µM | V. cholerae BH1578 lux reporter, luminescence, 6 h; in the data active = activation mostly above about 9.7%, no sharp cut-off; note: not every result past the cut was called active; inactives centre near 0; reference of the scale not given here
TcdB inh – TcdB glycohydrolase inhibitors, primary screen, biochemical, single point, plate reader | Toxin B (Clostridioides difficile), P18177 | TcdB glycohydrolase enzymatic assay | inhibition, % at 9.99 µM | actives 0.24% (n = 350,000) | AID 652162, 2013; in the data active = inhibition above about 10%
Starred values were filed as active, the others as inactive.

`CC(C)(C)NC(=O)NC(=O)COC(=O)CNC(=O)c1cccc(F)c1` gave Y pestis TopoI 4.7, Mtb FBA inh 1.5, PfHsp40 rescue -0.5, GDH-TPI inh 0.5, BioA inh -0.5, UGM FP inh 4.0, FadD28 binding -0.4 and BH1578 lux ind -0.2.
Screening Cn1nc(N)c2c(-c3ccc(Cl)cc3)c(C#N)c(N)nc21 returned Y pestis TopoI -8.4, Mtb FBA inh 3.1, PfHsp40 rescue 0.6, GDH-TPI inh 13.6, BioA inh 0.5, UGM FP inh -0.8, FadD28 binding 1.0 and BH1578 lux ind -0.3.
For NC(=O)c1cc(S(=O)(=O)NC2CCCCC2)co1 the results were Y pestis TopoI -10.7, Mtb FBA inh -0.7, PfHsp40 rescue -0.5, GDH-TPI inh 8.9, BioA inh -3.8, UGM FP inh -0.1, FadD28 binding 1.0 and BH1578 lux ind inactive.
COc1ccc(NC(=O)Nc2cccc(OC)c2)cc1 was read as Y pestis TopoI -1.4, Mtb FBA inh 2.5, PfHsp40 rescue -1.7, GDH-TPI inh 13.3, BioA inh 0.2, UGM FP inh -0.1, FadD28 binding -1.5 and BH1578 lux ind -1.0.
`Cc1cc[n+](-c2[nH]c(=O)sc2/C=N/NC([S-])=Nc2ccccc2)cc1` gave Y pestis TopoI -13.6, Mtb FBA inh -2.5, PfHsp40 rescue -0.3, GDH-TPI inh 27.6, UGM FP inh 8.4, FadD28 binding -0.3, BH1578 lux ind inactive and TcdB inh 0.9.
`CC(C)(C)NC(=O)COC(=O)c1ccccc1C(=O)c1ccccc1` gave Y pestis TopoI -5.7, Mtb FBA inh 0.6, PfHsp40 rescue -0.5, GDH-TPI inh 3.5, UGM FP inh -0.2, FadD28 binding -2.1, BH1578 lux ind inactive and TcdB inh 2.4.
`CC(=O)Nc1ccc(-c2csc(NC(=O)Nc3ccccc3)n2)cc1` gave Y pestis TopoI -11.8, Mtb FBA inh 2.4, PfHsp40 rescue 1.9, GDH-TPI inh -1.9, BioA inh -1.0, FadD28 binding -6.4, BH1578 lux ind -4.1 and TcdB inh 2.1.
`O=C1CSC(=Nc2cccc(Cl)c2Cl)N1` gave Y pestis TopoI -6.0, Mtb FBA inh 1.3, PfHsp40 rescue 0.9, GDH-TPI inh 3.4, BioA inh -0.4, UGM FP inh 0.8, FadD28 binding -1.0, BH1578 lux ind -0.5 and TcdB inh 3.5.
`COc1cccc(-c2cc(NC=O)c3ncc(-c4ccc(OC)c(OC)c4)n3c2)c1` gave Y pestis TopoI 37.8, Mtb FBA inh 6.3, GDH-TPI inh 4.4, BioA inh 0.1, FadD28 binding 1.1, BH1578 lux ind -3.3 and TcdB inh 0.4.
Screening COc1cc2c(cc1OC)[C@@H](NC(=O)C(C)C)[C@H](O)C2 returned Y pestis TopoI -8.0, Mtb FBA inh 2.7, PfHsp40 rescue 0.1, GDH-TPI inh 23.6, BioA inh -2.6, FadD28 binding 0.3, BH1578 lux ind inactive and TcdB inh -0.1.
Screening COc1ccc(/C=N/NC(=O)c2ccc(Cl)cc2Cl)cc1COC(C)=O returned Y pestis TopoI -1.7, Mtb FBA inh 0.4, PfHsp40 rescue -2.7, GDH-TPI inh 19.6, UGM FP inh 4.8, FadD28 binding -4.2, BH1578 lux ind -0.3 and TcdB inh -3.3.
`Cc1ccc(-c2cc(C(F)(F)F)n3ncc(C(=O)O)c3n2)cc1` gave Y pestis TopoI -2.5, Mtb FBA inh 1.0, PfHsp40 rescue 0.3, GDH-TPI inh 13.6, BioA inh -1.1, FadD28 binding 1.3 and BH1578 lux ind -0.7.
Screening Cc1ccc(S(=O)(=O)NNC(=S)Nc2ccccc2)cc1 returned Y pestis TopoI -2.5, Mtb FBA inh 0.9, PfHsp40 rescue -0.9, GDH-TPI inh 6.7, BioA inh -5.8, UGM FP inh 0.9, FadD28 binding -0.4 and BH1578 lux ind inactive.
For CCOc1ccccc1NC(=S)NCc1ccco1 the results were Y pestis TopoI 8.4, Mtb FBA inh -0.4, PfHsp40 rescue -1.1, GDH-TPI inh 7.8, BioA inh -0.4, UGM FP inh 1.6, FadD28 binding -1.9 and BH1578 lux ind 2.5.
`O=C(CN(Cc1cccs1)C(=O)CNS(=O)(=O)c1ccc(F)cc1)NCC1CCCO1` (stereo not drawn) gave Y pestis TopoI -6.5, Mtb FBA inh -1.1, PfHsp40 rescue -0.6, GDH-TPI inh -4.2, UGM FP inh -0.6, FadD28 binding -0.5, BH1578 lux ind -0.4 and TcdB inh 0.3.
O=C1Cc2cc(NS(=O)(=O)c3ccc(F)cc3)cc3c2N1CCC3 was read as Y pestis TopoI -12.9, Mtb FBA inh 0.2, PfHsp40 rescue 0.3, GDH-TPI inh -0.3, BioA inh 0.8, UGM FP inh 1.1, FadD28 binding -3.2, BH1578 lux ind -1.0 and TcdB inh 0.8.
`CCc1noc(C)c1C(=O)N1CCCC(CCC(=O)NCc2ccc(F)c(F)c2)C1` (stereo not drawn) gave Y pestis TopoI -10.3, Mtb FBA inh -1.3, PfHsp40 rescue 1.0, GDH-TPI inh 7.3, UGM FP inh 0.5, FadD28 binding -3.6, BH1578 lux ind 0.4 and TcdB inh 1.3.
`COC(=O)Cc1c(C)c2ccc(OC3CCCCC3=O)cc2oc1=O` (stereo not drawn) gave Y pestis TopoI 3.7, Mtb FBA inh 103.2*, PfHsp40 rescue -0.6, GDH-TPI inh 13.3, BioA inh 0.2, UGM FP inh -0.3, FadD28 binding -1.3, BH1578 lux ind inactive and TcdB inh 0.0.
Screening Cc1ccccc1NC(=O)CSc1nc2cc3c(cc2cc1C)CCC3 returned Y pestis TopoI 6.2, Mtb FBA inh -1.8, PfHsp40 rescue 0.5, GDH-TPI inh 21.7, UGM FP inh 1.8, FadD28 binding 0.7, BH1578 lux ind 1.4 and TcdB inh -0.5.
`O=C(NNc1cc(Cl)cc(Cl)c1)c1c(F)cccc1Cl` gave Y pestis TopoI -6.0, Mtb FBA inh 1.9, PfHsp40 rescue 0.6, GDH-TPI inh 0.7, BioA inh 0.1, UGM FP inh -1.8, FadD28 binding -4.8, BH1578 lux ind -0.7 and TcdB inh 0.0.
Screening O=C(c1ccccc1)c1nn(-c2cccc(Cl)c2)ccc1=O returned Y pestis TopoI -1.4, Mtb FBA inh 0.4, PfHsp40 rescue 2.6, GDH-TPI inh 3.1, BioA inh 3.3, UGM FP inh -0.8, FadD28 binding -0.5, BH1578 lux ind -0.1 and TcdB inh -0.7.
For CN(c1ccccc1C(=O)Nc1cccc([N+](=O)[O-])c1)S(C)(=O)=O the results were Y pestis TopoI 1.5, Mtb FBA inh -2.2, PfHsp40 rescue 0.1, GDH-TPI inh -5.4, BioA inh 0.2, UGM FP inh 0.1, FadD28 binding -1.4, BH1578 lux ind inactive and TcdB inh -2.0.
`COc1cccc(CNc2nc3ccccc3n2C(C)C)c1O` gave Y pestis TopoI -4.0, Mtb FBA inh 1.6, PfHsp40 rescue -0.8, GDH-TPI inh -2.6, BioA inh 10.5, FadD28 binding -1.0, BH1578 lux ind -2.4 and TcdB inh 0.4.
CN(CCOc1ccc(Cl)cc1)CC(=O)Nc1ccc(OC(F)F)cc1 was read as Y pestis TopoI 2.3, Mtb FBA inh -0.6, PfHsp40 rescue -0.2, GDH-TPI inh 7.1, BioA inh 0.4, UGM FP inh -0.7, FadD28 binding -0.8, BH1578 lux ind inactive and TcdB inh -1.8.

Arranged by count of non-hydrogen atoms (highest first): some entries from above.
`CCc1noc(C)c1C(=O)N1CCCC(CCC(=O)NCc2ccc(F)c(F)c2)C1` (stereo not drawn) gave Y pestis TopoI -10.3, Mtb FBA inh -1.3, PfHsp40 rescue 1.0, GDH-TPI inh 7.3, UGM FP inh 0.5, FadD28 binding -3.6, BH1578 lux ind 0.4 and TcdB inh 1.3.
Screening Cc1ccccc1NC(=O)CSc1nc2cc3c(cc2cc1C)CCC3 returned Y pestis TopoI 6.2, Mtb FBA inh -1.8, PfHsp40 rescue 0.5, GDH-TPI inh 21.7, UGM FP inh 1.8, FadD28 binding 0.7, BH1578 lux ind 1.4 and TcdB inh -0.5.
O=C1Cc2cc(NS(=O)(=O)c3ccc(F)cc3)cc3c2N1CCC3 was read as Y pestis TopoI -12.9, Mtb FBA inh 0.2, PfHsp40 rescue 0.3, GDH-TPI inh -0.3, BioA inh 0.8, UGM FP inh 1.1, FadD28 binding -3.2, BH1578 lux ind -1.0 and TcdB inh 0.8.

Additional compounds.
CS(=O)(=O)N1CCN(c2ccc([N+](=O)[O-])c(SCc3ccco3)c2)CC1 was read as Y pestis TopoI 12.0, Mtb FBA inh -8.6, PfHsp40 rescue -0.3, GDH-TPI inh 8.2, BioA inh 3.0, UGM FP inh 0.1, FadD28 binding -16.2, BH1578 lux ind -0.5 and TcdB inh 0.1.
CSc1ccccc1-c1ccc2nccn2c1 was read as Y pestis TopoI 3.5, Mtb FBA inh -3.2, GDH-TPI inh 6.6, BioA inh 5.2, FadD28 binding -3.8, BH1578 lux ind -0.3 and TcdB inh 0.1.
O=C(COc1ccc2c3c(c(=O)oc2c1)CCC3)N[C@@H](Cc1ccccc1)C(=O)O was read as Y pestis TopoI 2.0, Mtb FBA inh 27.4*, PfHsp40 rescue 0.7, GDH-TPI inh 20.6, BioA inh 0.5, UGM FP inh 2.4, FadD28 binding -0.6, BH1578 lux ind -0.6 and TcdB inh -1.1.
For O=C(Nc1ccc(S(=O)(=O)N2CCOCC2)cc1)c1ccc(F)cc1 the results were Y pestis TopoI -17.0, Mtb FBA inh 0.2, PfHsp40 rescue -1.1, GDH-TPI inh 0.8, BioA inh 10.5, UGM FP inh -0.9, FadD28 binding -4.4, BH1578 lux ind inactive and TcdB inh 1.2.
Screening O=C(c1ccc(Br)o1)N(c1ccc(Br)cc1)C1C=CS(=O)(=O)C1 (stereo not drawn) returned Y pestis TopoI -5.0, Mtb FBA inh 3.5, PfHsp40 rescue -0.7, GDH-TPI inh 12.4, BioA inh -0.1, UGM FP inh 0.3, FadD28 binding -3.0 and BH1578 lux ind -4.5.
Screening COc1ccc(CCN(Cc2cccs2)S(=O)(=O)c2ccc(-n3cnnn3)c(OC)c2)cc1OC returned Y pestis TopoI -3.9, Mtb FBA inh -1.3, PfHsp40 rescue -0.1, GDH-TPI inh 11.2, BioA inh -2.1, UGM FP inh 0.4, FadD28 binding -1.0 and BH1578 lux ind inactive.
Screening COc1ccc(NC(=S)Nc2nc(CC(=O)Nc3ccccc3OC)cs2)cc1 returned Y pestis TopoI 13.0, Mtb FBA inh 0.8, PfHsp40 rescue 0.8, GDH-TPI inh 3.0, BioA inh 2.6, UGM FP inh -0.1, FadD28 binding -7.2 and BH1578 lux ind -0.3.
For CC(=O)c1ccc(NC(=O)Nc2ccc(Br)cc2C)cc1 the results were Y pestis TopoI 7.6, Mtb FBA inh 5.3, PfHsp40 rescue -0.5, GDH-TPI inh 4.5, UGM FP inh -1.9, FadD28 binding 0.5, BH1578 lux ind inactive and TcdB inh 0.6.
`CC(=O)n1cc(N(C(=O)CCl)c2ccc(Cl)cc2)c2ccccc21` gave Y pestis TopoI 22.3, Mtb FBA inh 1.3, GDH-TPI inh -8.6, BioA inh 13.5, UGM FP inh -1.4, FadD28 binding -2.4 and BH1578 lux ind -0.4.
Screening O=C(Nc1nc2cc3c(cc2s1)OCCO3)C1=COCCO1 returned Y pestis TopoI 14.0, Mtb FBA inh -1.1, PfHsp40 rescue -2.3, GDH-TPI inh 24.5, BioA inh 1.0, UGM FP inh 1.4, FadD28 binding -0.7, BH1578 lux ind inactive and TcdB inh 0.1.
COC(=O)c1ccc(CNC(=O)Cn2cnnn2)cc1 was read as Y pestis TopoI 1.5, Mtb FBA inh 2.1, PfHsp40 rescue -0.2, GDH-TPI inh -3.6, BioA inh -1.2, UGM FP inh 3.6, FadD28 binding -3.3, BH1578 lux ind inactive and TcdB inh 0.9.
